G9a block – qHTS Assay for Inhibitors of Histone Lysine Methyltransferase G9a; Histone-lysine N-methyltransferase EHMT2 (Homo sapiens), Q96KQ7; G9a H3K9 monomethylation, AlphaScreen, 2 h; Potency, µM (titrated, usually from 102 µM), without a hit: top-dose activity, negative = inhibition, actives largely listed as inhibitors; 350,000 tested, 8.8% active; AID 504332, 2011; further: nearly all actives have a fitted effect of over 75% in size
Target sequence (Q96KQ7 913-1193 limits assumed): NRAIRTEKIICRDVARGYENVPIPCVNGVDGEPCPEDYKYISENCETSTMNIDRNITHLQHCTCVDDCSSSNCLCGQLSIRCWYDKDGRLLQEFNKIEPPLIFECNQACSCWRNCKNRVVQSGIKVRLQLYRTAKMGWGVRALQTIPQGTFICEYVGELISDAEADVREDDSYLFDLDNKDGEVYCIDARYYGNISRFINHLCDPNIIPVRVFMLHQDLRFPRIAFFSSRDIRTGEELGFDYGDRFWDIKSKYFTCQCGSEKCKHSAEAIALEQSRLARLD
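Methyltransferase reactions run at room temperature for 2 h (20 nM enzyme, 500 nM biotin-H3K9 peptide, 20 uM SAM) after a 15 min compound preincubation; product detected by AlphaScreen beads and anti-H3K9me1 antibody.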
GLS inhibitor – qHTS for Inhibitors of Glutaminase (GLS); GLS enzymatic activity, qHTS titration; 410,000 tested, 0.21% active; Potency, µM (doses to about 45.5 µM), inactives show top-dose activity change, negative = inhibition, most hits filed as inhibitors; AID 624170, 2012; Glutaminase kidney isoform, mitochondrial (Homo sapiens), O94925
Target sequence (O94925 whole entry, looked up, canonical isoform): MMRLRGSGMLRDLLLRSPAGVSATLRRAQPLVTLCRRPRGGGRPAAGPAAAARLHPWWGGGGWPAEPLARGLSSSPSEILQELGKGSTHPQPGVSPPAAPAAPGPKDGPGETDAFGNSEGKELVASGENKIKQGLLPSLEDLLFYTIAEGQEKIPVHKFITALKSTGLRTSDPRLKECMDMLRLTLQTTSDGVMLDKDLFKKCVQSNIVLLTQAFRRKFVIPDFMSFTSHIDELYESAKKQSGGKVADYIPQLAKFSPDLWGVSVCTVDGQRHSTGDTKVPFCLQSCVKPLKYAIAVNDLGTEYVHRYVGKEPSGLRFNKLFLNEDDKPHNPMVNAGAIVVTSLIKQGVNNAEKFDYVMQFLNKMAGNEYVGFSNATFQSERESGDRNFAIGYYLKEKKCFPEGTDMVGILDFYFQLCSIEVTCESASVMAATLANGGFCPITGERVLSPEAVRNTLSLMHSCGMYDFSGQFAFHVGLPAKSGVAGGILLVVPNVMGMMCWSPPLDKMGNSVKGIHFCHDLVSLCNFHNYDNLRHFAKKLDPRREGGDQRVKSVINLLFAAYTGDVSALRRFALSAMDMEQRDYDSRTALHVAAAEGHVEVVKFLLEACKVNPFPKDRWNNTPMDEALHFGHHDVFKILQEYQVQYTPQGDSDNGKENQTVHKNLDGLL
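Human kidney-isoform GLS in 45 mM KH2PO4 pH 8.2, 0.02% Tween-20, with compound, started with 1mM L-Glutamine (added stock). Glutamate oxidase/HRP/Amplex red coupled fluorescence read at start and after 30 min at RT.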
* = called active by the depositor; [ ] = another dose, or the depositor's remark. The call rests on the fitted dose curve; in most records, active means well fitted curve in the direction sought with a large enough effect; inconclusive means small, poorly fitted or top-dose-only effect, or another doubt; inactive means no such curve, though single readings can be large; an effect the other way counts as inactive or inconclusive. On the % scale 0 is the no-effect control and ±100 the full control effect; potency means the concentration at half of the fitted maximal effect. Not all compounds are listed; rates above refer to the full screens.

For CCOC(=O)Oc1c(OC)cc(C(=O)O[C@H]2C[C@H]3CN4CCc5c([nH]c6cc(OC)ccc56)[C@@H]4C[C@H]3[C@@H](C(=O)OC)[C@@H]2OC)cc1OC the results were G9a block -6%[21.5 µM] and GLS inhibitor -16%[20 µM].
Screening OC1OC[C@@H](O)[C@H](O)[C@@H]1O (some centres undefined) returned G9a block 21%[59 µM] and GLS inhibitor -4%.
Screening CN1C(=O)C[C@@H](C(=O)N[C@@H](Cc2cnc[nH]2)C(=O)N2CCC[C@H]2C(N)=O)NC1=O returned G9a block 0%[12.7 µM] and GLS inhibitor -1%.
`NC(=O)N[C@H]1NC(=O)NC1=O` gave G9a block -1%[21.5 µM] and GLS inhibitor 0%[20 µM].
CC/C=C\C/C=C\C/C=C\C/C=C\C/C=C\C/C=C\CCC(=O)O was read as G9a block 7.1µM* and GLS inhibitor inconclusive.
`C[C@@H](CNC1CCCCC1)OC(=O)c1ccccc1` gave G9a block 17%[21.5 µM] and GLS inhibitor -16%[20 µM].
For C=CC[N+]1([C@H]2C[C@H]3[C@@H]4CC[C@H]5C[C@H](O)[C@@H](N6CCOCC6)C[C@]5(C)[C@H]4CC[C@]3(C)[C@H]2OC(C)=O)CCCC1 the results were G9a block -25%[12.7 µM] and GLS inhibitor 22%.
`CCCCC(=O)N(Cc1ccc(-c2ccccc2-c2nn[nH]n2)cc1)C(C(=O)O)C(C)C` (centres undefined) gave G9a block -3%[2.33 µM] and GLS inhibitor 2%.
For CC[N+](CC)(CC)CC[C@](O)(c1ccccc1)C1CCCCC1 the results were G9a block 6%[21.5 µM] and GLS inhibitor -16%[20 µM].
Screening CCCCC(CC)COS(=O)(=O)O (centres undefined) returned G9a block -3%[12.7 µM] and GLS inhibitor 5%.
For C[C@]12CC[C@H]3c4ccc(O)cc4CC[C@@H]3[C@H]1CC[C@@H]2OC(=O)CCC1CCCC1 the results were G9a block 6%[59 µM] and GLS inhibitor -13%.
Screening COC(=O)C1=C(C#N)NC(C)=C(C(=O)OC(C)C)C1c1cccc([N+](=O)[O-])c1 (centres undefined) returned G9a block -24%[12.7 µM] and GLS inhibitor 19%.
For C#C[C@@]1(O)CC[C@@H]2[C@@H]3CCC4=C(CCC(=O)C4)[C@H]3CC[C@]21C the results were G9a block 19%[21.5 µM] and GLS inhibitor 0%[20 µM].
For CC(C)(C)C(=O)OCC(=O)C1CCC2C3CCC4=CC(=O)CCC4(C)C3CCC12C (centres undefined) the results were G9a block 23%[59 µM] and GLS inhibitor 2%.
Screening CO[C@H]1OC2O[C@@]3(C)CC[C@H]4[C@H](C)CC[C@@H]([C@H]1C)[C@@]24OO3 (some centres undefined) returned G9a block 3%[59 µM] and GLS inhibitor -7%.
Screening CN1CCN([C@@H](c2ccccc2)c2ccc(Cl)cc2)CC1 returned G9a block 3%[21.5 µM] and GLS inhibitor -3%[20 µM].
C[n+]1ccccc1/C=N\O was read as G9a block 30%[21.5 µM] and GLS inhibitor 11%[20 µM].
Screening Cc1cc(=O)c(C(=O)N[C@@H](C(=O)N[C@@H]2C(=O)N3C(C(=O)O)=C(CSc4nnnn4C)CS[C@H]23)c2ccc(O)cc2)c[nH]1 returned G9a block -1%[12.7 µM] and GLS inhibitor 17%.
Screening FC(F)(F)COCC(F)(F)F returned G9a block -3%[12.7 µM] and GLS inhibitor 3%.
`CN1CCC[C@@H](CC2c3ccccc3Sc3ccccc32)C1` gave G9a block 5%[21.5 µM] and GLS inhibitor -11%[20 µM].
Screening CNc1cc(OC)c(C(=O)N[C@@H]2CCN(Cc3ccccc3)[C@H]2C)cc1Cl returned G9a block 2%[12.7 µM] and GLS inhibitor 31%[activator].
For CC1(C)O[C@H]2C[C@@H]3[C@H]4CCC5=CC(=O)C=C[C@]5(C)[C@@]4(F)[C@@H](O)C[C@]3(C)[C@]2(C(=O)CO)O1 the results were G9a block 19%[59 µM] and GLS inhibitor -9%.
`CCOC(=O)Cc1ccc(-c2ccccc2)cc1` gave G9a block 2%[59 µM] and GLS inhibitor 4%.
`C/C1=C2/[N-]C(C(CC(N)=O)[C@@]2(C)CCC(=O)NCC(C)OP(=O)([O-])O[C@H]2[C@@H](O)[C@@H](n3cnc4cc(C)c(C)cc43)O[C@@H]2CO)[C@]2(C)N=C(/C(C)=C3N=C(/C=C4N=C1C(CCC(N)=O)C\4(C)C)[C@@H](CCC(N)=O)[C@]\3(C)CC(N)=O)[C@@H](CCC(N)=O)[C@]2(C)CC(N)=O.CC(=O)O.[Co]` (some centres undefined) gave G9a block inconclusive and GLS inhibitor -14%.
For CC(C)c1nc(N(C)S(C)(=O)=O)nc(-c2ccc(F)cc2)c1/C=C/C(O)CC(O)CC(=O)O (centres undefined) the results were G9a block -33%[2.33 µM] and GLS inhibitor -1%.
`CN1C(C(=O)Nc2ccccn2)C(=O)c2sc(Cl)cc2S1(=O)=O` (centres undefined) gave G9a block inconclusive and GLS inhibitor 0%.
For CC(=O)Nc1c(I)c(C(=O)N[C@H]2[C@@H](O)[C@H](O)[C@H](CO)O[C@@H]2O)c(I)c(N(C)C(C)=O)c1I the results were G9a block 14%[21.5 µM] and GLS inhibitor -4%[20 µM].
For OCCN1CCN(CCC=C2c3ccccc3Sc3ccc(Cl)cc32)CC1 the results were G9a block inconclusive and GLS inhibitor 8%[20 µM].
For O=C(O)c1cc(O)c2c(c1)[C@H]([C@H]1c3cc(C(=O)O)cc(O)c3C(=O)c3c(O[C@@H]4OC(CO)C(O)C(O)C4O)cccc31)c1cccc(O[C@@H]3OC(CO)C(O)C(O)C3O)c1C2=O (some centres undefined) the results were G9a block -148%[2.33 µM] and GLS inhibitor -88%.
S=C=Nc1ccc(N=C=S)cc1 was read as G9a block 31%[12.7 µM] and GLS inhibitor -3%.
`COC(=O)[C@@H]1[C@@H]2C[C@H]3c4[nH]c5ccccc5c4CCN3C[C@@H]2CC[C@@H]1O` gave G9a block 24%[59 µM] and GLS inhibitor -3%.
For CC(C)N1CCN(c2ccc(OC[C@@H]3CO[C@@](Cn4cncn4)(c4ccc(Cl)cc4Cl)O3)cc2)CC1 the results were G9a block -4%[21.5 µM] and GLS inhibitor -1%[20 µM].
For Cc1cncc(C(=O)O)[n+]1[O-] the results were G9a block inconclusive and GLS inhibitor -1%.
OC[C@H](S)CS was read as G9a block 1µM* and GLS inhibitor 2%.
`C=NC(C(=O)NC1C(=O)N2C1SC(C)(C)C2C(=O)O)c1ccccc1` (centres undefined) gave G9a block 2%[2.33 µM] and GLS inhibitor 28µM*.
Screening C/C(=C(/CCOC(=O)C(C)C)SS/C(CCOC(=O)C(C)C)=C(\C)N(C=O)Cc1cnc(C)nc1N)N(C=O)Cc1cnc(C)nc1N returned G9a block -1%[12.7 µM] and GLS inhibitor 0%.
Screening CCCCO returned G9a block 33%[59 µM] and GLS inhibitor -25%.
O=C(O)CCC/C=C\C[C@@H]1[C@@H](/C=C/[C@@H](O)COc2cccc(C(F)(F)F)c2)[C@H](O)C[C@@H]1O was read as G9a block -2%[59 µM] and GLS inhibitor 0%.
For O=C(O)CCCC/C=C(\c1ccccc1)c1cccnc1 the results were G9a block inconclusive and GLS inhibitor 3%.
O=C(O)[C@H]1C(=CCO)O[C@H]2CC(=O)N12 was read as G9a block -21%[2.33 µM] and GLS inhibitor -7%.
`C[C@]12CC[C@@H]3c4ccc(O)cc4CC[C@H]3[C@@H]1C[C@H](O)C2O` (some centres undefined) gave G9a block 2%[59 µM] and GLS inhibitor 4%.
For C/C1=C2N=C(/C=C3N=C(/C(C)=C4\[N-]C(C)(C5N=C1C(C)(CCC(=O)NCC(C)OP(=O)([O-])O[C@H]1C(O)C(n6cnc7cc(C)c(C)cc76)O[C@@H]1CO)C5CC(N)=O)C(C)(CC(N)=O)C4CCC(N)=O)C(C)(CC(N)=O)C\3CCC(N)=O)C(C)(C)C/2CCC(N)=O.[CH2-]C1OC(n2cnc3c(N)ncnc32)C(O)C1O.[Co] (some centres undefined) the results were G9a block inconclusive and GLS inhibitor 0%.
Screening COc1ccc(C[C@@H]2c3cc(OC)c(OC)cc3CC[N@+]2(C)CCC(=O)OCCCCCOC(=O)CC[N@@+]2(C)CCc3cc(OC)c(OC)cc3[C@H]2Cc2ccc(OC)c(OC)c2)cc1OC returned G9a block 26%[21.5 µM] and GLS inhibitor 7%[20 µM].
For C=CCN1CCCC1CNC(=O)c1cc(S(N)(=O)=O)cc(OC)c1OC (centres undefined) the results were G9a block 0%[12.7 µM] and GLS inhibitor 14%.
`CCCCC[C@H](O)/C=C/[C@H]1[C@H](O)CC(=O)[C@@H]1C/C=C\CCCC(=O)O` gave G9a block 0%[12.7 µM] and GLS inhibitor 2%.
For CCCCCCOC(=O)c1cccnc1 the results were G9a block 26%[59 µM] and GLS inhibitor 0%.
CC=C(/C(=C/C)c1ccc(O)cc1)c1ccc(O)cc1 was read as G9a block 22%[21.5 µM] and GLS inhibitor 1%[20 µM].
Cc1ccccc1N1C(=O)c2cc(N)ccc2N/C1=C\F was read as G9a block -2%[12.7 µM] and GLS inhibitor 4%.
Screening COc1cc(C2c3cc4c(cc3C(O[C@@H]3OC5COC(c6cccs6)OC5C(O)C3O)C3COC(=O)C23)OCO4)cc(OC)c1O (some centres undefined) returned G9a block -26%[2.33 µM] and GLS inhibitor 31%[activator].
Screening NCC1O[C@@H](OC2C(N)C[C@H](N)[C@@H](O[C@H]3OC(CO)C(O)C(N)C3O)C2O)C(N)C(O)C1O (some centres undefined) returned G9a block -5%[2.33 µM] and GLS inhibitor -8%.
`CC(C)C(=O)OCC(=O)[C@@]12OC(C3CCCCC3)O[C@@H]1CC1C3CCC4=CC(=O)C=C[C@]4(C)C3[C@@H](O)C[C@@]12C` (some centres undefined) gave G9a block -3%[12.7 µM] and GLS inhibitor 2%.
COc1c(O[C@H]2O[C@@H](CO)[C@@H](O)[C@@H](O)[C@@H]2O)cc2c(c1OC)-c1ccc(SC)c(=O)cc1[C@H](NC(C)=O)CC2 was read as G9a block 4%[5.15 µM] and GLS inhibitor 3%[20 µM].
For C[N+]12CCC(CC1)[C@@H](OC(=O)C(O)(c1ccccc1)c1ccccc1)C2 the results were G9a block 28%[21.5 µM] and GLS inhibitor -4%[20 µM].
For Cc1c(C)c2c(c(C)c1O)CCC(C)(CCCC(C)CCCC(C)CCCC(C)C)O2 (centres undefined) the results were G9a block -1%[12.7 µM] and GLS inhibitor -3%.
CC[C@]1([C@H]2O[C@@H]([C@@H]3O[C@](O)(CO)[C@@H](C)C[C@H]3C)C[C@H]2C)CC[C@@H]([C@]2(C)CC[C@@]3(C[C@@H](O)[C@@H](C)[C@@H]([C@H](C)[C@H](OC)[C@H](C)C(=O)O)O3)O2)O1 was read as G9a block -10%[12.7 µM] and GLS inhibitor 1%.
CCCCC(=O)OCC(=O)[C@]1(O)Cc2c(O)c3c(c(O)c2[C@H](OC2CC(NC(=O)C(F)(F)F)C(O)C(C)O2)C1)C(=O)c1c(OC)cccc1C3=O (some centres undefined) was read as G9a block 8.9µM* and GLS inhibitor 10%.
C=C1C(=O)O[C@@H]2[C@@H]1CC/C(C)=C\CC[C@@]1(C)O[C@H]21 was read as G9a block -19%[12.7 µM] and GLS inhibitor -2%.
`CN1CC(=O)N2C(Cc3c([nH]c4ccccc34)[C@H]2c2ccc3c(c2)OCO3)C1=O` (some centres undefined) gave G9a block -8%[12.7 µM] and GLS inhibitor 17%.
C[C@]12CC[C@H]3c4ccc(O)cc4CC[C@@H]3[C@H]1CC[C@@H]2OP(=O)(O)O was read as G9a block 19%[59 µM] and GLS inhibitor inconclusive.
`CCCCCCCCCCCC(=O)OCC(O)CO` (centres undefined) gave G9a block 18%[59 µM] and GLS inhibitor -3%.
Screening NS(=O)(=O)c1cc([C@@]2(O)NC(=O)c3ccccc32)ccc1Cl returned G9a block 20%[21.5 µM] and GLS inhibitor 7%[20 µM].

Sorted by count of non-hydrogen atoms (largest number first): part of the list above.
For CC(C)N1CCN(c2ccc(OC[C@@H]3CO[C@@](Cn4cncn4)(c4ccc(Cl)cc4Cl)O3)cc2)CC1 the results were G9a block -4%[21.5 µM] and GLS inhibitor -1%[20 µM].
`CN1C(C(=O)Nc2ccccn2)C(=O)c2sc(Cl)cc2S1(=O)=O` (centres undefined) gave G9a block inconclusive and GLS inhibitor 0%.
C=C1C(=O)O[C@@H]2[C@@H]1CC/C(C)=C\CC[C@@]1(C)O[C@H]21 was read as G9a block -19%[12.7 µM] and GLS inhibitor -2%.

Structures from the list above with two or more sulfur atoms:
Screening Cc1cc(=O)c(C(=O)N[C@@H](C(=O)N[C@@H]2C(=O)N3C(C(=O)O)=C(CSc4nnnn4C)CS[C@H]23)c2ccc(O)cc2)c[nH]1 returned G9a block -1%[12.7 µM] and GLS inhibitor 17%.
`CN1C(C(=O)Nc2ccccn2)C(=O)c2sc(Cl)cc2S1(=O)=O` (centres undefined) gave G9a block inconclusive and GLS inhibitor 0%.
S=C=Nc1ccc(N=C=S)cc1 was read as G9a block 31%[12.7 µM] and GLS inhibitor -3%.
OC[C@H](S)CS was read as G9a block 1µM* and GLS inhibitor 2%.
Screening C/C(=C(/CCOC(=O)C(C)C)SS/C(CCOC(=O)C(C)C)=C(\C)N(C=O)Cc1cnc(C)nc1N)N(C=O)Cc1cnc(C)nc1N returned G9a block -1%[12.7 µM] and GLS inhibitor 0%.

Compound activity (PubChem)
